PglD inh: PglD (C. jejuni) enzyme inhibition | purified PglD enzyme, DTNB colorimetric CoA detection | inhibition, % at 12.5 µM | hit rate 0.098% among 360,000; in the data active = inhibition above about 16%, passing the limit was not always enough; note: strong numbers were not always called active
PGC1a acetyl inh: modulators of PGC1a acetylation; hit rate 0.17% among 350,000; inhibition, % at 15.6 µM; U2OS PGC1a acetylation, AlphaScreen anti-acetyl-lysine; with virally co-expressed GCN5 acetyltransferase;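 active = every replicate shows inhibition of at least 40%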;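 note: 0% = neutral control wells and 100% = positive control wells; some results beyond the cut were filed as inactive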
miR-122 sensor: inhibitors of miR-122 in Huh7 cells; Huh7 miR-122 Renilla luciferase sensor, 48 h; neutral wells = 0, positive control = 100; activation (reporter increase), % at 12.5 µM; hit rate 0.3% among 340,000;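 active = mean replicate activation score at least 90 and every replicate individually at or above 90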;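 note: higher luciferase means less miR-122 activity so hits act as miR-122 inhibitors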
Statin myotox sup: suppression of simvastatin myotoxicity; C2C12 myotubes + simvastatin, ATP luminescence, 48 h; scaled: DMSO 0, geranylgeraniol control 100; hit rate 0.78% among 330,000; rescue of ATP level, % at 7.49 µM;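 active = mean ATP rescue above about 67%, or every replicate alone reaching that limit, limit read from the data, passing the limit was not always enough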;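 note: myotubes were challenged with 10 µM simvastatin during compound exposure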
Cneo AK release: causes C. neoformans cell lysis | adenylate kinase release luminescence, 4 h; normalised: neutral wells 0, clomiphene wells 100 | hit rate 0.2% among 360,000 | AID 651654 | lysis activity, % at 15 µM;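 active = mean lysis activity across replicates of at least 80%, whatever share of replicates individually reach that level; inactive = mean lysis activity below 80%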
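Test system: log-phase Cryptococcus neoformans yeast cells. Input: 5 × 10^6 yeast cells/mL. Medium: fresh YPD growth medium. Doses: single dose. Incubation: static 4 h at 37 °C with compound, 1 h detection. Measured by: luminescent adenylate kinase detection reagent. Read-out: signal increase indicating cell lysis. Benchmarks: Clomiphene.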
INS-1E GSIS act: primary screen for activators of insulin secretion dependent on glucose, INS-1E cells, GLuc reporter luminescence | INS-1E GLuc reporter insulin secretion, 2-3 h | activation, % at 16.6 µM | hit rate 0.61% among 370,000;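 active = lowest replicate activation of at least 40%, so every replicate reaches that level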;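 note: 0% = median of neutral control wells and 100% = median of IBMX positive control wells; some compounds called inactive have numbers as strong as hits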
FN deposition inh: fibronectin deposition inhibition | AH1F fibroblasts, Alexa488-fibronectin deposition fluorescence, overnight | inhibition, % at 12.6 µM | AID 743247 | hit rate 0.086% among 350,000;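 active = mean inhibition across replicates of 30% or more, regardless of how many single replicates reach that level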;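 note: positive control wells lacked labelled fibronectin entirely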
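Test system: AH1F fibroblast monolayer depositing Alexa488-labelled fibronectin into matrix. Input: 10000 cells per well. Technique: fluorescence, ex 485 nm, em 525 nm. Buffer or medium: DMEM plus 2% serum, read in PBS. Timing: 1 h cell adhesion before compound, then overnight fibronectin incubation. Compound: single dose, pinned. Read-out basis: inhibition from reduced deposited-fibronectin fluorescence.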
F508del corr: CFTR F508del correction in bronchial cells. CFBE cells, YFP halide quenching; stimulated with forskolin plus potentiator P3; % fluorescence drop versus neutral controls. activity (quench increase), % at 7.58 µM. hit rate 0.36% among 350,000. AID 720511;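 active = mean added fluorescence quench of at least 8% versus neutral control, with both replicates also reaching 8%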;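 note: cells transiently co-express mutant CFTR-F508del with the halide-sensitive YFP; corrector assay measuring rescue of mutant channel to the surface after 24 h compound exposure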
An asterisk follows results filed as active; nt = not tested or not shown; & = joins results of further samples; [ ] = another dose, or the depositor's remark.

item	SMILES	PglD inh	PGC1a acetyl inh	miR-122 sensor	Statin myotox sup	Cneo AK release	INS-1E GSIS act	FN deposition inh	F508del corr
1	CO[C@H]1CN(C)C(=O)c2cc(NC(=O)C3CC3)ccc2OC[C@H](C)N(C(=O)c2ccccc2)C[C@H]1C	0	4	nt	-9	-14	5	2	-0.8
2	CCN(CC)CCN(Cc1cc2cccc(C)c2[nH]c1=O)C(=S)Nc1ccccc1	nt	6	nt	nt	nt	-11	1	0.0
3	Cc1ccc(NC(=O)c2nc[nH]c2C(=O)NCCCCCNC(=O)OC(C)(C)C)cc1	3	3	-2	10	-1	nt	-5	2.9
4	O=C(CSc1nnc(NC(=O)C2CC2)s1)NCc1cccs1	0	nt	nt	nt	0	0	-7	4.0
5	CCCCN(CCCC)Cc1cc(=O)oc2cc(OC)c(Cl)cc12	-1	-14	-1	8	0	-12	7	-1.9
6	COc1ccc2oc(C(=O)C3CC3)c(N)c2c1	0	1	12	-18	-4	nt	nt	nt
7	CCCNC(=O)N1[C@H](CO)[C@H](c2ccccc2)[C@H]1CNC(=O)c1ccc(F)cc1	-1	-6	-14[16.7 µM]	40	0	-10	-8	1.8
8	CNC[C@@H]1OCc2ccccc2-c2c(n(C)c3ccccc23)C(=O)N([C@H](C)CO)C[C@@H]1C	2	7&1	-5	-12	1	-2&4	-3&-18	5.1&-1.6
9	Cc1ccc(S(=O)(=O)N2CCCCCC2)cc1[N+](=O)[O-]	-2	4	7	nt	-3	nt	14	nt
10	COc1ccc(S(=O)(=O)N(C)C[C@@H]2OCCCC[C@@H](C)Oc3ccc(NC(=O)CCCN(C)C)cc3C(=O)N([C@H](C)CO)C[C@H]2C)cc1	4	-8	-3[16.7 µM]	nt	0	-11	nt	-0.4

Complete entries, looked up by structure. Screens in order: PglD inh	PGC1a acetyl inh	miR-122 sensor	Statin myotox sup	Cneo AK release	INS-1E GSIS act	FN deposition inh	F508del corr
O=C(CSc1nnc(NC(=O)C2CC2)s1)NCc1cccs1 reads 0	nt	nt	nt	0	0	-7	4.0
COc1ccc(S(=O)(=O)N(C)C[C@@H]2OCCCC[C@@H](C)Oc3ccc(NC(=O)CCCN(C)C)cc3C(=O)N([C@H](C)CO)C[C@H]2C)cc1 reads 4	-8	-3[16.7 µM]	nt	0	-11	nt	-0.4
CO[C@H]1CN(C)C(=O)c2cc(NC(=O)C3CC3)ccc2OC[C@H](C)N(C(=O)c2ccccc2)C[C@H]1C reads 0	4	nt	-9	-14	5	2	-0.8

Further compounds
item	SMILES	PglD inh	PGC1a acetyl inh	miR-122 sensor	Statin myotox sup	Cneo AK release	INS-1E GSIS act	FN deposition inh	F508del corr
11	N#Cc1cccc(NC(=O)COc2ccc(-n3ccnc3)cc2)c1	2	20	-2	-34	-1	nt	1	nt
12	Cc1ccc(S(=O)(=O)Nc2c(C)n(C)n(-c3ccccc3)c2=O)cc1C(=O)NCc1ccccn1	-3	10	-3	0	0	nt	2	nt
13	Cc1ccc(S(=O)(=O)c2ccc(-n3nc(C)cc3N)cc2)cc1	nt	0	3	nt	nt	-2	6	0.1
14	Clc1ccc(C2=Nn3c(nnc3-c3n[nH]c4c3CCC4)SC2)cc1Cl	7	-1	2	21	-1	nt	10	nt
15	COC(=O)c1sccc1NC(=O)CSc1ccc(Cl)cc1	-2	-6	1	14	-1	-3	-1	nt
16	CCOc1ccc(C2C(C(=O)O)CCC(=O)N2C2CCCCC2)cc1 (stereo not given)	nt	5	nt	nt	nt	0	2	2.2
17	O=C(COC(=O)c1ccc[nH]c1=O)NCCCc1ccccc1	3	nt	nt	4	2	10	-5	0.6
18	Cc1cnc(NC(=O)C2C(=O)c3ccccc3S(=O)(=O)N2C)s1 (stereo not given)	0	nt	-2	-3	0	nt	-5	-1.3
19	CCCNC(=O)C[C@H]1C[C@H]2c3cc(NS(=O)(=O)c4cccc(OC)c4)ccc3O[C@H]2[C@H](CO)O1	-2	2	5[16.7 µM]	-3	-7	-10	-10	-3.2
20	C[C@H](CO)N1C[C@H](C)[C@@H](CN(C)C(=O)NC2CCCCC2)Oc2c(NC(=O)NC3CCCCC3)cccc2C1=O	4	9	3[16.7 µM]	16	-1	16	nt	-0.4
21	CCOC(=O)C1CCN(C(=O)Nc2ccc3oc(C)nc3c2)CC1	-9	-2	1	7	1	21	4	nt
22	CCCC(=O)Nc1ccc2c(c1)OC[C@@H](C)N(Cc1ccccn1)C[C@H](C)[C@H](OC)CN(C)C2=O	-6	-8	nt	-9	0	4	-9	-1.1
23	Cc1cccc(C(=O)OCC(=O)NN2C(=O)NC3(CCC(C)CC3)C2=O)c1O (stereo not given)	6	nt	-7	3	0	-3	-4	-1.7
24	COc1ccc(C(=O)N2C[C@@H]3[C@H](c4ccccc42)[C@@H](CO)N3Cc2ccccc2)cc1	-3	-2	11[16.7 µM]	12	-9	10	nt	-2.1
25	CC(C)CCC(C)NC(=O)CN1C(=O)NC(C)(c2ccc3ccccc3c2)C1=O (stereo not given)	2	nt	-8	14	-1	-50	-4	0.8
26	C[C@H](CO)N1C[C@H](C)[C@@H](CN(C)C(=O)NC2CCCC2)OCc2cn(nn2)CCCC1=O	2	2	-2[16.7 µM]	2	56	27	-8	-2.3
27	O=C(O)c1ccc(COc2ccc(Cl)cc2)o1	5	4	-11	-4	1	nt	5	nt
28	CCc1ccc([C@@H]2CC(=O)[C@@H]3CN(S(=O)(=O)c4ccccc4)[C@H](c4ccc(OC)cc4)C[C@@H]3N2S(=O)(=O)c2ccc(C)cc2)cc1	-4	-1	-4	-3	-1	32	0	-4.0
29	COCCNC(=O)CCn1c(=O)oc2ccccc21	-1	nt	-2	nt	-1	nt	2	nt
30	Cc1ccc2nc(Cl)c(CN(Cc3cccs3)C(=O)C3CC3)cc2c1	-2	-8	3	-22	1	-22	3	nt
31	CCOc1ccc(NC(=O)CCNS(=O)(=O)c2ccc3c(c2)oc(=O)n3C)cc1	2	5	nt	22	0	6	1	-3.8
32	Oc1ccccc1CN1CCCC(N2CCN(c3cccc(C(F)(F)F)c3)CC2)C1 (stereo not given)	4	5	3	3	-2	-38	-1	4.4
33	CC(=O)Nc1cc2c(cc1NC(=O)Cn1nc(-c3ccccc3F)ccc1=O)OCCO2	-5	10	-1	-2	-1	nt	16	nt
34	COc1ccc(S(=O)(=O)Nc2ccc3c(c2)C(=O)N([C@H](C)CO)C[C@@H](C)[C@H](CN(C)S(=O)(=O)c2ccc(C)cc2)OCCCC[C@@H](C)O3)cc1	2	-14	-16[16.7 µM]	nt	2	-8	6	-2.2
35	CCOC(=O)c1c(C)[nH]c(C)c1C(=O)CSc1nnc(N)s1	nt	8	6	nt	nt	15	-9	-0.2
36	O=S(=O)(c1ccccc1)N1CC[C@@H]2[C@H](CO)Nc3ccc(C#Cc4ccccc4F)cc3[C@@H]21	0	-20	-5[16.7 µM]	-25	3	17	-13	4.9
37	COc1ccc(CN(C)C[C@H]2OCCCC[C@@H](C)Oc3ccc(NC(=O)CCC(F)(F)F)cc3C(=O)N([C@@H](C)CO)C[C@@H]2C)cc1	-5	16	12[16.7 µM]	nt	0	-17	nt	0.7
38	CCCS(=O)(=O)NC(=O)C1(C)CCN(C(=O)c2cc3ccccc3s2)C1 (stereo not given)	-7	nt	-3	9	1	nt	nt	nt
39	Cc1noc(C)c1S(=O)(=O)Nc1cccc2c1O[C@H](CN(C)C(=O)NC(C)C)[C@H](C)CN([C@H](C)CO)C2=O	-2	3	-4[16.7 µM]	nt	41	6	2	-1.1
40	O=C(NCc1cccnc1)c1ccc2sc([C@H]3C[C@H](O)[C@@H](CO)O3)nc2c1	1	nt	-22	5	0	6	nt	1.9

2 records picked at random from the list so far:
item	SMILES	PglD inh	PGC1a acetyl inh	miR-122 sensor	Statin myotox sup	Cneo AK release	INS-1E GSIS act	FN deposition inh	F508del corr
32	Oc1ccccc1CN1CCCC(N2CCN(c3cccc(C(F)(F)F)c3)CC2)C1 (stereo not given)	4	5	3	3	-2	-38	-1	4.4
36	O=S(=O)(c1ccccc1)N1CC[C@@H]2[C@H](CO)Nc3ccc(C#Cc4ccccc4F)cc3[C@@H]21	0	-20	-5[16.7 µM]	-25	3	17	-13	4.9

4 compounds already listed, sorted by the value under PGC1a acetyl inh, descending:
| no. | canonical_smiles | PglD inh | PGC1a acetyl inh | miR-122 sensor | INS-1E GSIS act | F508del corr |
| --- | --- | --- | --- | --- | --- | --- |
| 37 | COc1ccc(CN(C)C[C@H]2OCCCC[C@@H](C)Oc3ccc(NC(=O)CCC(F)(F)F)cc3C(=O)N([C@@H](C)CO)C[C@@H]2C)cc1 | -5 | 16 | 12[16.7 µM] | -17 | 0.7 |
| 35 | CCOC(=O)c1c(C)[nH]c(C)c1C(=O)CSc1nnc(N)s1 | nt | 8 | 6 | 15 | -0.2 |
| 19 | CCCNC(=O)C[C@H]1C[C@H]2c3cc(NS(=O)(=O)c4cccc(OC)c4)ccc3O[C@H]2[C@H](CO)O1 | -2 | 2 | 5[16.7 µM] | -10 | -3.2 |
| 10 | COc1ccc(S(=O)(=O)N(C)C[C@@H]2OCCCC[C@@H](C)Oc3ccc(NC(=O)CCCN(C)C)cc3C(=O)N([C@H](C)CO)C[C@H]2C)cc1 | 4 | -8 | -3[16.7 µM] | -11 | -0.4 |

The results go on:
item	SMILES	PglD inh	PGC1a acetyl inh	miR-122 sensor	Statin myotox sup	Cneo AK release	INS-1E GSIS act	FN deposition inh	F508del corr
41	COc1cccc(S(=O)(=O)N(C)C[C@@H]2Oc3ncc(C#CC(C)(C)O)cc3C(=O)N([C@H](C)CO)C[C@@H]2C)c1	1	0	3[16.7 µM]	-2	0	6	nt	1.1
42	C[C@@H]1CCCCO[C@H](CN(C)C(=O)Cc2ccccc2)[C@H](C)CN([C@@H](C)CO)C(=O)c2cc(NC(=O)C3CCCCC3)ccc2O1	-3	0	-8[16.7 µM]	nt	4	-26	nt	1.2
43	COc1cc(OC)c(C(=O)Nc2cc(Cl)ccc2-n2cncn2)cc1OC	-4	nt	nt	-14	3	47	9	-1.5
44	COCC(=O)Nc1ccc2c(c1)C(=O)N(C)C[C@@H](OC)[C@H](C)CN(C(=O)c1cnccn1)[C@@H](C)CO2	-2	15	0[16.7 µM]	1	9	3	-7	0.6
45	O=C(CSCc1ccccc1Br)N/N=C/c1ccc(OCC(=O)N2CCCCC2)cc1	4	-3	-1	nt	nt	4	-9	nt
46	CN(Cc1ccccc1)C(=O)CCn1c(=O)c2cccn2c2cccnc21	-2	5	4	8	-20	15	-1	-1.2
47	O=C(c1ccncc1)N1CC[C@@H]2[C@@H](CO)Nc3ccc(-c4ccccc4)cc3[C@@H]21	-1	-2	12[16.7 µM]	6	-18	2	7	-0.7
48	O=C(c1ccccc1NS(=O)(=O)c1ccc(F)cc1)N1CCc2ccccc21	2	5	9	nt	-3	-4	1	nt
49	Brc1ccc(OCc2nnc(SCC3CCCCC3)o2)cc1	-2	6	-7	nt	0	-13	0	-1.3
50	N=C1C(c2ccccc2)=C(O)CN1c1cccc(O)c1	nt	-4	nt	nt	nt	1	-5	2.2
51	COc1ccc(Cl)cc1-c1cc(C(=O)NCc2cccc(Cl)c2)[nH]n1	-7	-8	0	-7	1	-17	-2	2.5
52	C[C@H](CO)N1C[C@H](C)[C@H](CN(C)C)Oc2ncc(C#CCN(C)C)cc2C1=O	0&-1	5&9	-1&-4[16.7 µM]	2&-17	8&0	7	7	-3.2&-1.4
53	CN1CCN(CCCNC(=O)c2ccc(NC(=O)C3=CSCCO3)cc2)CC1	2	nt	nt	6	2	-2	15	-2.6

Source: PubChem (Broad Institute)
